# RNase H inhibition = RNase H inhibition, HIV 1 Gag Pol polyprotein, FRET biochemical assay, screening (AID 372); HIV-1 RT RNase H, FRET RNA/DNA substrate fluorescence; higher % means a stronger effect; inhibition, % at 10 µM; hits with a dose series show IC50 in µM; hit rate 0.77% among 100,000; in the data active = inhibition above about 50%
# The depositor's hits bear a star. Some of the compounds tested (hit frequency here may not be typical).
Compound,RNase H inhibition
COc1ccc(N2C(=O)NC(=O)/C(=C/c3cccc(O)c3)C2=O)cc1,0%
CCOc1cc(C(=O)Nc2nnc(CC)s2)cc(OCC)c1OCC,10%
O=C(O)c1nc2n(n1)C(C(F)(F)F)CC(c1cccs1)N2 (centres undefined),0%
CCc1ccc(OCC(=O)Nc2ccc(-c3nc4ccccc4o3)c(O)c2)cc1,42%
CCN1C(=O)/C(=C\c2cc(Cl)ccc2OCc2ccccc2)SC1=S,14%
Cc1ccc(OCC(=O)Nc2ccc(F)cc2)c(C)c1,4%
C=CCNC(=S)N(Cc1ccccc1)Cc1ccccc1,22%
COc1cc(C)c(CN2CCCC(C)C2)cc1C (centres undefined),7%
CCOc1cc(C=C2C(=O)NC(=S)NC2=O)ccc1OCCOc1ccccc1OC,18%
Cc1ccc(N2C(=O)CC(Sc3ccccc3C(=O)O)C2=O)c([N+](=O)[O-])c1 (centres undefined),0%
Cc1ccc(C(=O)/C=C/Nc2ccccc2O)cc1,0%
COc1ccc(N2C(=O)CC(N(CCc3ccc(OC)c(OC)c3)C(=O)c3cccc(F)c3)C2=O)cc1 (centres undefined),0%
O=C1CN(C(=O)OCc2ccccc2)C(c2ccccc2)c2cc(Br)ccc2N1 (centres undefined),8%
NC1=NN2C(=CSC2c2ccccc2)S1 (centres undefined),9%
CNC(=O)n1ccc(C(=O)N2CCCCC2)n1,7%
O=C(O)c1cnn2c(C(F)(F)F)cc(-c3cccs3)nc12,0%
Cc1cc(C)cc(OCCOc2ccc(/C=C3\SC(=O)NC3=O)cc2)c1,25%
COc1ccc(-c2n[nH]c(=S)n2N=Cc2cccc(Oc3ccccc3)c2)cc1,18%
COc1cccc(OCCOc2ccc(C=O)cc2)c1,8%
CCCCc1nc(N)c(C#N)c(-c2ccc(Cl)cc2)c1CCC,21%
CC(C)N1C(=O)/C(=C/c2ccc(O)cc2)SC1=S,23%
Cc1cccc(-c2cc(C(=O)Nc3ccccc3F)c3ccccc3n2)c1,7%
CCCCNCCCCCOc1ccccc1OC,2%
Cc1cc(N(C)/N=C/c2ccc(Br)cc2)nc(-c2ccccc2O)n1,14%
CCCCOC(=O)c1ccc(NC(=S)NC(=O)c2cc(OC)c(OC)c(OC)c2)cc1,15%
CCOc1cc(C=O)cc(Cl)c1OCc1ccc(I)cc1,38%
COc1ccc(S(=O)(=O)Nc2ncccn2)cc1,5%
COc1ccc(N(CC(N)=O)S(=O)(=O)c2ccccc2)cc1,0%
CCOc1cc(C=C2C(=O)c3ccccc3C2=O)cc(Br)c1OCc1ccccc1,11%
Cc1cc(Cl)ccc1OCC(O)CN1CCN(c2ccccc2)CC1 (centres undefined),3%
C=CCn1c(SCC(=O)N(CCO)CCO)nc2sc3c(c2c1=O)CCC3,0%
CN1CCN(C(=O)/C(=C/c2ccc3c(c2)OCO3)NC(=O)c2cccs2)CC1,1%
CCOc1cc(/C=C2/SC(=S)N(CC)C2=O)ccc1OC(=O)c1cccc([N+](=O)[O-])c1,17%
O=C(NCCC(c1ccccc1)c1ccccc1)Nc1cc(F)c(F)cc1Cl,0%
Oc1ccc(C=NN2CCN(C3c4ccccc4-c4ccccc43)CC2)c(O)c1,13%
COc1ccc(CCNC(=O)C2C3CC/C=C\CC/C=C/CCC32)cc1OC (centres undefined),2%
CC(C)(C)c1ccc(-c2nnc(NC(=O)Nc3ccc(F)cc3)s2)cc1,27%
CCn1c2ccccc2c2cc(C=Nc3ccc(Cl)c([N+](=O)[O-])c3)ccc21,0%
CCOC(=O)CCNC(=O)Cc1ccccc1,6%
CCCCS(=O)(=O)CC(CS(=O)(=O)CCCC)OC(=O)c1ccc(C)cc1,13%
COC(=O)C1=C(C)NC2=C(C(=O)CCC2)C1c1ccccc1OC (centres undefined),6%
Cc1cc(C)cc(OCC(=O)Nc2ncc(S(=O)(=O)c3ccc([N+](=O)[O-])cc3)s2)c1,14%
Cc1ccc(C2=C/C(=C/c3ccc(-c4ccc([N+](=O)[O-])cc4)o3)C(=O)O2)cc1,32%
Cc1ccc(/C=N/NC(=O)COc2ccccc2Br)c(C)c1,11%
Cc1ccc(C)c(N(CC(=O)NC2CCCCC2)S(=O)(=O)c2ccccc2)c1,5%
Oc1ccc(Nc2nc(-c3ccc(Br)cc3)cs2)cc1,21%
COc1cc(/C=C2/C(=O)NC(=O)N(c3ccc(C(C)C)cc3)C2=O)cc(Cl)c1O,14%
COc1cccc(C2C(C(=O)Nc3ccccc3)=C(C)N=c3s/c(=C\c4cccs4)c(=O)n32)c1 (centres undefined),1%
COc1cccc(N/C=C(\C#N)c2nc(-c3cc4c(ccc5ccccc54)oc3=O)cs2)c1,0%
c1ccc(OCCCn2ccnc2)cc1,0%
CCCCCCC(=O)NNC(=O)CC(=O)Nc1ccccc1C(=O)O,6%
Cc1ccc(C(=O)N2CCN(c3c(Cl)cccc3[N+](=O)[O-])CC2)o1,11%
Cc1cc(O)c(NC(=O)COc2ccc(Cl)cc2C)cc1C,12%
Cc1ccc(N2C(=O)C3C(C2=O)C2(C)C(=O)C3(C)C(c3ccccc3)=C2c2ccccc2)cc1C (centres undefined),14%
Cc1cccc2c1[nH]c1nc(N/N=C\c3ccc(-c4ccc(Cl)cc4)o3)nnc12,5%
CCCC1=C(C(=O)OCC)C(c2cccc(C(F)(F)F)c2)C(C#N)=C(N)O1 (centres undefined),10%
O=C1CCCC2=C1C(c1ccc([N+](=O)[O-])cc1)C1=C(CCCC1=O)O2,13%
Cc1cccc(C=Nc2ccc(N3CCOCC3)cc2)c1O,6%
O=C(N/N=C/c1cccs1)/C(=C/c1ccccc1)NC(=O)c1ccccc1,4%
CSc1cnn(-c2ccccc2)c(=O)c1Cl,0%

# By substructure, the compounds so far with an aryl thioether with sulfur outside any ring
Compound,RNase H inhibition
Cc1ccc(N2C(=O)CC(Sc3ccccc3C(=O)O)C2=O)c([N+](=O)[O-])c1 (centres undefined),0%
C=CCn1c(SCC(=O)N(CCO)CCO)nc2sc3c(c2c1=O)CCC3,0%
CSc1cnn(-c2ccccc2)c(=O)c1Cl,0%

# Following part:
Compound,RNase H inhibition
N#C/C(=C\NCC(=O)O)C(=O)NCc1ccccc1,0%
CCOC(=O)COc1ccc(/C=C2\C(=O)NC(=O)N(c3ccc(C)cc3)C2=O)cc1,9%
CC(C)C(NC(=O)c1ccc([N+](=O)[O-])cc1)C(C)C,7%
O=C(CSc1nnc(-c2ccco2)n1-c1ccccc1)c1cccc([N+](=O)[O-])c1,0%
Cc1ccc(C(=O)N2CCC(Cc3ccccc3)CC2)cc1,15%
COc1ccc(C=C2C(=O)N(C)C(=O)N(C)C2=O)cc1OC,6%
COC(=O)C1=C(C)NC2=C(C(=O)CC(c3ccc(OC)cc3)C2)C1c1cccc(OC)c1OC (centres undefined),11%
COc1ccc(OC)c(NC(=O)C2COc3ccccc3O2)c1 (centres undefined),19%
CN(C)c1ccc2c(c1Oc1ccc(C(C)(C)C)cc1)C(=O)c1ccccc1C2=O,12%
Cc1cc(Cl)cc(Cl)c1OCC(=O)Nc1ccc(Br)cc1,15%
O=C1NC(=O)N(c2cccc(Cl)c2)C(=O)/C1=C/c1ccc(I)o1,7%
CC(/C=C/c1ccccc1)=N/NC(=O)c1ccc(O)cc1O,12%
O=C1CC(Sc2ccccc2)C(=O)N1c1ccc(N2C(=O)CC(Sc3ccccc3)C2=O)cc1 (centres undefined),2%
Cc1ccc(C(=O)NCCc2ccccc2)c(Cl)c1,1%
Cc1ccc(-c2n[nH]c(=O)c3ccccc23)cc1S(=O)(=O)Nc1ccccc1,15%
Cc1ccc(C(=O)Nc2ncn[nH]2)cc1,5%
O=C(C#Cc1cccc([N+](=O)[O-])c1)c1ccccc1,16%
CCOC(=O)c1cccc(NC(=O)c2ccccc2Cl)c1,2%
O=C(O)c1cc(-c2ccc(C=C3C(=O)c4ccccc4C3=O)o2)ccc1O,11%
CNc1nnc(SCc2c(F)cccc2Cl)s1,4%
Cc1cccc(OCC(=O)Nc2ncc(Cc3ccc(Cl)cc3Cl)s2)c1,2%
C/C(=N\NC(=O)CC1(C)OCCO1)c1cccc(I)c1,7%
Cc1c(OCC(N)=O)ccc2c3c(c(=O)oc12)CCC3,0%
O=C(Nc1nnc(Cc2ccccc2)s1)c1ccco1,0%
COc1ccc(N2C(=O)CC(N3CCN(Cc4ccc5c(c4)OCO5)CC3)C2=O)cc1 (centres undefined),7%
COc1ccc(Cc2noc(-c3ccc(C)cc3)n2)cc1,13%
CC12CN3CC(C)(CN(C1)C3(C)CSc1c[nH]c3ccccc13)C2=O (centres undefined),4%
Brc1ccc(CN2CCN(C3CCCCC3)CC2)cc1,1%
C=CCOc1ccccc1C(=O)NC(=O)c1ccccc1,21%
COc1ccc(C(=O)NCCOc2ccccc2OC)cc1OC,0%

# (continued)
SMILES,RNase H inhibition
Nc1cc(=O)[nH]c(SCC(=O)c2ccc(F)cc2)n1,16%
Cc1ccc(NC(=O)CN(c2ccccc2)S(=O)(=O)c2ccccc2[N+](=O)[O-])cc1C,7%
COc1ccc(C2NC(=O)NC(C)=C2C(=O)Nc2ccccc2OC)cc1 (centres undefined),7%
COc1cc(NC(=O)c2cc([N+](=O)[O-])ccc2N2CCN(C)CC2)c2ncccc2c1,14%
CC(NC(=O)C(F)(Cl)C(F)(F)F)c1ccccc1 (centres undefined),8%
CCOC(=O)C1=C(C)N=c2s/c(=C/c3cccc(OC)c3)c(=O)n2C1c1ccc(F)cc1 (centres undefined),11%
Cc1ccc(-c2csc(-c3cc4cc(Br)ccc4oc3=O)n2)c(C)c1,9%
CN1CCN(S(=O)(=O)c2ccc3c(c2)C(=O)c2ccccc2C3=O)CC1,0%

# Quoted from the listing.
# RNase H inhibition with `COc1cc(NC(=O)c2cc([N+](=O)[O-])ccc2N2CCN(C)CC2)c2ncccc2c1` stands at 14%
# RNase H inhibition with `CN1CCN(S(=O)(=O)c2ccc3c(c2)C(=O)c2ccccc2C3=O)CC1` stands at 0%
# RNase H inhibition with `Nc1cc(=O)[nH]c(SCC(=O)c2ccc(F)cc2)n1` stands at 16%

# Continuation.
SMILES,RNase H inhibition
CCOc1ccccc1N1CCN(Cc2ccc(OCc3ccccc3)cc2)CC1,16%
COc1ccccc1Nc1nc(-c2sc(NC(C)=O)nc2C)cs1,10%
CCSc1nnc(NC(=O)c2cc(-c3ccc(C)cc3)nc3ccccc23)s1,20%
CCOC(=O)CSc1nnc2c3ccccc3n(CC)c2n1,7%
CCCCCCCOc1ccc(/C=N/NC(=O)c2cccc(Cl)c2)cc1,15%
Cc1ccccc1C(=O)Nc1cccc(-c2nc3ccccc3o2)c1C,11%
c1ccc2sc(CCSCCc3nc4ccccc4s3)nc2c1,11%
Cc1ccc(C(=O)/C=C/c2ccc(-c3ccccc3[N+](=O)[O-])o2)cc1,22%
C1CCN(C2CCN(C3C4CC5CC(C4)CC3C5)CC2)CC1 (centres undefined),4%
Cc1ccc2nc(-c3ccc(NC(=O)Oc4ccccc4)cc3)sc2c1,29%
COc1ccc(C(=O)/C=C/c2ccc(OC)cc2OC)cc1,17%
CCOC(=O)C1=C(C)N=c2s/c(=C\c3ccc(Br)o3)c(=O)n2C1c1ccc(C)cc1 (centres undefined),24%
O=C(Oc1cccc(/C=N/Nc2nc(N3CCCCC3)nc(N3CCCCC3)n2)c1)c1ccccc1,14%
CCc1ccc(OCCCCCCN(CC)CC)cc1,7%
COC(=O)C1=C(C)NC2=C(C(=O)CC(c3ccccc3Cl)C2)C1c1ccc(Br)cc1 (centres undefined),11%
CCOc1cc2c(c([N+](=O)[O-])c1)NC(C1CC=CCC1)C1CC=CC21 (centres undefined),7%
C=CCOc1ccccc1CN1CCOCC1,1%
Cc1c(/C=C/c2nc3ccccc3c(=O)n2-c2ccccc2)c2ccccc2n1C,8%
CCN(CC)c1ccc(C=C2C(=O)N(C)C(=S)N(C)C2=O)c(O)c1,24%
CCN(CC)c1ccc(/C=N/NC(=O)CCC(=O)Nc2ccccc2)cc1,18%
Nc1nnc(CC(=O)N/N=C/c2ccc(OCc3ccccc3F)cc2)s1,15%
Cc1ccc(C(=O)c2ccc(Br)c([N+](=O)[O-])c2)c(C)c1,17%
COc1cc(C(C2C(=O)CC(C)(C)CC2=O)C2C(=O)CC(C)(C)CC2=O)ccc1O,7%
COc1ccc(Cc2ccc(OC)c(N)c2)cc1N,15%

# Given field by field: part of the list above.
> Cc1ccc(C(=O)c2ccc(Br)c([N+](=O)[O-])c2)c(C)c1
  RNase H inhibition: 17%

> Cc1c(/C=C/c2nc3ccccc3c(=O)n2-c2ccccc2)c2ccccc2n1C
  RNase H inhibition: 8%

> Nc1nnc(CC(=O)N/N=C/c2ccc(OCc3ccccc3F)cc2)s1
  RNase H inhibition: 15%

> CCN(CC)c1ccc(/C=N/NC(=O)CCC(=O)Nc2ccccc2)cc1
  RNase H inhibition: 18%

# Next results
SMILES,RNase H inhibition
O=C(O)CCCN1C(=O)C(=O)/C(=C(/O)c2ccccc2)C1c1ccccc1Cl (centres undefined),1%
O=C(O)c1nn2c(C(F)(F)F)c3c(nc2c1Cl)-c1ccccc1CC3,3%
COc1cc(/C=C2/C(=O)NN(c3ccc(C)cc3)C2=O)ccc1OC(C)=O,15%
O=C(Nc1ccc(F)cc1)Nc1nnc(COc2ccc(C3CCCCC3)cc2)s1,34%
COC(=O)c1cccc(NC(=O)c2cccc(NC(=O)c3ccccc3)c2)c1,8%
Cc1ccc(N=Cc2cc(I)cc(I)c2O)cc1,0%
O=C(CSc1cc(Cl)ccc1Cl)Nc1cccc([N+](=O)[O-])c1,14%
O=C(/C=C/c1ccco1)/C=C/c1ccc(-c2ccc(Br)cc2)o1,33%

# The last 2 records of the section above open the next one.
SMILES,RNase H inhibition
O=C(CSc1cc(Cl)ccc1Cl)Nc1cccc([N+](=O)[O-])c1,14%
O=C(/C=C/c1ccco1)/C=C/c1ccc(-c2ccc(Br)cc2)o1,33%
CN(C)c1ccc(/C=C2/C(=O)NN(c3ccc(Cl)cc3)C2=O)cc1Br,9%
Cc1cc(C)nc(SCC(=O)Nc2nc3c(s2)C(=O)CC(C)(C)C3)n1,15%
O=C(Cc1nc(O)cs1)c1ccccc1,2%
Cc1ccc(-n2[nH]c(C)c(C=Nc3c4ccccc4nc4ccccc34)c2=O)cc1C,13%

# Screening results as filed in PubChem BioAssay.
